# NOD2 RIPK2 PPI = inhibitors of human NOD2-RIPK2 interaction; O43353; CHO BLA complementation NOD2-RIPK2, CCF4 ratio; inhibition, % at 4.98 µM; actives 0.38% (n = 360,000); in the data active = inhibition above about 21%;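 also: 0% = vehicle only and 100% = reference blocker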
# NCOA1 inh = inhibitors of human steroid receptor coactivator 1 (SRC1) | Q15788 | HEK293 GAL4-SRC1 luciferase reporter, luminescence | inhibition, % at 3.6 µM | actives 0.12% (n = 360,000) | AID 588354;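 active = inhibition above the campaign mean plus 3 SD, with each screening campaign given its own cutoff, cut at about 60% in these data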;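 also: 0% = DMSO treated cells and 100% = gossypol at 36 µM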
# TLR9-MyD88 inh = blocks human TLR9 binding to MyD88; Q9NR96+Q99836; AID 504734; actives 0.21% (n = 340,000); CHO BLA complementation TLR9-MyD88, CCF4 FRET ratio; inhibition, % at 4.98 µM;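 active = inhibition above the mean over all tested compounds plus 3 SD, cut at about 21% in these data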;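 also: 0% = DMSO only wells and 100% = clavulanate BLA inhibitor control wells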
# Vif imaging = inhibitors of HIV Vif; actives 0.35% (n = 340,000); inhibition, % at 7.49 µM; AID 602346; HEK293T cells, Vif self-association by quenched fluorescence, imaging, 24 h; in the data active = inhibition above about 50%, passing the limit was not always enough; also: some results filed as inactive read as strong as hits
# TROY signal inh = inhibitors of TROY-dependent NF-kB signaling | Q293 LMP1-TROYcd NF-kB luciferase reporter, 4 h | inhibition, % at 10 µM | actives 0.98% (n = 360,000) | AID 1347056;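 active = compounds whose plate-normalised and pattern-corrected inhibition of the luciferase reporter signal at the single screening dose is 50% or more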
# C8 TRAIL sens = caspase-8 TRAIL sensitization. NB7+C8 cells + TRAIL, ATPlite viability luminescence. inhibition (viability loss, TRAIL sensitization), % at 10 µM. actives 1% (n = 360,000). AID 624354;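 active = compounds causing at least 50% loss of cell viability in the single-dose screen, relative to plate controls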
# NR5A2 inv ag = NR5A2 inverse agonism in reporter assay; HEK293T StAR-luciferase reporter, LRH-1 transfected, 24 h; inhibition, % at 3.6 µM; actives 0.13% (n = 360,000); AID 602396;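 active = inhibition above the mean inhibition of all tested compounds plus 3 SD, cut at about 73% in these data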;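 also: 0% = DMSO wells and 100% = reporter-only cells lacking LRH-1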
# NCOA3 inh = inhibits human SRC3 coactivator | Q9Y6Q9 | HEK293 GAL4-SRC3 luciferase reporter, luminescence | inhibition, % at 3.6 µM | actives 0.17% (n = 360,000);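 active = inhibition above a per-campaign cutoff, the mean of all compounds plus 3 SD, cut at about 60% in these data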;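 also: 0% = DMSO-treated cells and 100% = gossypol-treated cells at 36 µM; higher means less SRC3-driven luciferase light from the GAL4 reporter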
# Target sequence (Q9Y6Q9 whole entry, looked up, the tested form may be a part): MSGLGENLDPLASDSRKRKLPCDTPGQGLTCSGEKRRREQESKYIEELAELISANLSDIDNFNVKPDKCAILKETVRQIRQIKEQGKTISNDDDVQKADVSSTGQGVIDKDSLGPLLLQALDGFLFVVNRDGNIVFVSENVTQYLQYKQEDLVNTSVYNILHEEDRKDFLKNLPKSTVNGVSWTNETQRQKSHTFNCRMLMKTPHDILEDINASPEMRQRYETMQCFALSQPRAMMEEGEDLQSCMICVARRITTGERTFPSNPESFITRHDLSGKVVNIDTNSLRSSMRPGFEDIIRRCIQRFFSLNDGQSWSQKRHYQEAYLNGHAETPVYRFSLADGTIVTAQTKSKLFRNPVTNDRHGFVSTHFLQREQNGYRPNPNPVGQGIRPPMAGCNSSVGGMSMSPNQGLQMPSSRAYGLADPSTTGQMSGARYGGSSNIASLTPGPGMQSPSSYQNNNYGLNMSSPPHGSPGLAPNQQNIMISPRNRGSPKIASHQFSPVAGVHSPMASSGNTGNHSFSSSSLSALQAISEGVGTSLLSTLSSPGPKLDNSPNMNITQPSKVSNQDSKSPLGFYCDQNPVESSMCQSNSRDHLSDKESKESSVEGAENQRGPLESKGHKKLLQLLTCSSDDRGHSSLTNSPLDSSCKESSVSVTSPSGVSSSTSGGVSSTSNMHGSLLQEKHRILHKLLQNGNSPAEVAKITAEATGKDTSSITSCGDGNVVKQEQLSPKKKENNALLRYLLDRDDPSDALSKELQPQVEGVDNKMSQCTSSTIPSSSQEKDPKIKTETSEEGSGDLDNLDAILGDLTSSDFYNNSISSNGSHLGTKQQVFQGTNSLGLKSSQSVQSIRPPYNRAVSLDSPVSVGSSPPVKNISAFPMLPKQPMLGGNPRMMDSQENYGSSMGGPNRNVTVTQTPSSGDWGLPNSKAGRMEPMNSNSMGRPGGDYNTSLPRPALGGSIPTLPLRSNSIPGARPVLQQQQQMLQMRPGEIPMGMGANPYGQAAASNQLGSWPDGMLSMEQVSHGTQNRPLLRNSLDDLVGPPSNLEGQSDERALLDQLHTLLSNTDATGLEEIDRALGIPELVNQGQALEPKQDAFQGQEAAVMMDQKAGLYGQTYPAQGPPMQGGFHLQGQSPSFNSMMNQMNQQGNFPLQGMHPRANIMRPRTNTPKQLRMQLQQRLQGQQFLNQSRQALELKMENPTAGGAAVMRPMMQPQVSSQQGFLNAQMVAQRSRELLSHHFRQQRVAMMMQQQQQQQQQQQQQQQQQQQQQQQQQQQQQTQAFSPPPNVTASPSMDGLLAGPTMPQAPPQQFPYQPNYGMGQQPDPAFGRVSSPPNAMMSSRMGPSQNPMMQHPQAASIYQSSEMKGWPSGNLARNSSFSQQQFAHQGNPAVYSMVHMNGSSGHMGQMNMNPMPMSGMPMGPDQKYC
# NR2F2 inh = NR2F2 (human) inhibition, primary screen; P24468; HEK293T NGFI-A luciferase reporter, luminescence; inhibition, % at 8.6 µM; actives 0.7% (n = 370,000); AID 686940;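 active = inhibition above a per-plate cutoff, mean inhibition of test wells between control levels plus 3 SD, cut at about 38% in these data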;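 also: cells cotransfected with COUP-TFII expression vector driving the NGFI-A reporter; 0% = median of COUP-TF2 test wells and 100% = reporter-only cells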
# EBV LMP1 NFkB = Epstein-Barr LMP1 NF-kappaB reporter inhibition; LMP1-induced NF-kappaB luciferase reporter cells, luminescence; inhibition, % at 12.5 µM; actives 0.69% (n = 350,000); in the data active = inhibition above about 41%;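 also: 0% = neutral control wells and 100% = reference inhibitor control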
# NCOA2 inhibitor = human SRC2 (NCOA2) inhibition; Q15596; HEK293 GAL4-SRC2 luciferase reporter, luminescence; inhibition, % at 9 µM; actives 0.17% (n = 370,000); AID 651957;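 active = inhibition above the mean inhibition of all tested compounds plus 3 SD, set per campaign, cut at about 52% in these data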;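 also: 0% = DMSO treated cells and 100% = cells given Gossypol at 36 µM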
# The depositor's hits bear a star; · = not tested or not shown. The list is partial (hit frequency here may not be typical).
SMILES,NOD2 RIPK2 PPI,NCOA1 inh,TLR9-MyD88 inh,Vif imaging,TROY signal inh,C8 TRAIL sens,NR5A2 inv ag,NCOA3 inh,NR2F2 inh,EBV LMP1 NFkB,NCOA2 inhibitor
Cc1ccc(C(=O)C(C)OC(=O)Cc2n[nH]c(=O)c3ccccc23)cc1C (stereo not drawn),0,-1,7,-1,10,17,-15,-1,17,4,-5
O=C(CCC1CCCN(C(=O)C2=CCCCC2)C1)N1CCN(c2ccccn2)CC1 (stereo not drawn),0,11,-6,-1,13,-9,2,-4,21,5,10
Cc1c(C(=O)Nc2ccc(S(=O)(=O)N3CCOCC3)cc2)cccc1[N+](=O)[O-],-7,1,4,1,7,-4,25,16,1,-6,15
CCOC(=O)C1CCCCN1C(=O)CCc1nnc(-c2ccc3c(c2)OCO3)o1 (stereo not drawn),-11,-50,14,2,-35,-9,-26,-28,-4,-10,-36
Cc1ccc(N=C(N(C)C)P(=O)(N(C)C)N(C)C)c(C)c1,-6,4,-15,1,-12,-6,-3,13,0,-12,14
O=C(COc1cccnc1[N+](=O)[O-])NCc1cccs1,-7,1,-7,-3,9,-9,0,12,-1,4,-6
CCOc1ccc(CCNC(=O)CS(=O)Cc2nc(-c3ccc(OC)cc3)oc2C)cc1OCC (stereo not drawn),-3,-11,6,-4,-42,-3,-16,13,-3,3,-1
O=C(CS(=O)(=O)c1c[nH]c2ccccc12)Nc1ccc(F)cc1,-14,5,-7,-3,4,1,5,-8,-1,-4,7
COc1ccc(OC)c(N(C(=O)c2ccco2)C(C(=O)NC2CCCC2)c2cc(OC)c(OC)c(OC)c2)c1 (stereo not drawn),-3,4,3,16,6,-10,12,-1,-1,9,-33
CC(=O)c1cc2c(cc1NC(=O)Nc1cccc(Cl)c1)OCCO2,12,-13,-7,3,24,-9,6,-9,-5,-13,-37
Cc1ccc2cccc(OCc3ccc(F)cc3)c2n1,-5,8,6,3,-3,6,6,6,-5,0,16
Cc1oc(-c2ccccc2Cl)nc1CS(=O)(=O)CC(=O)N1CCOCC1,-12,2,3,12,-2,3,20,2,-23,-8,15
CN(Cc1cccs1)C(=O)CN1C(=O)c2ccccc2S1(=O)=O,-17,-19,-5,-7,-52,-17,-15,-22,-16,-1,3
O=C(Cc1ccccc1)Nc1ccc(CN2CCOCC2)cc1,-6,-38,-9,·,-40,2,-66,-39,-19,-6,-27
O=S(=O)(Cc1ccccc1)N1CCCC1,1,7,-3,-7,-10,-1,5,5,-10,-6,-3
COc1ccc([C@@H]2[C@@H]3C(=O)N(C(C)(C)C)C(=O)[C@@H]3[C@]3(CC(C)C)C(=O)N(c4ccc(C(F)(F)F)cc4)C(=O)N23)cc1,1,-5,-3,3,-7,13,8,8,-8,10,-12
O=C(CNC(=O)c1ccc(Cl)cc1)OC1CCOC1=O (stereo not drawn),-3,-9,9,0,-2,7,-33,11,-18,2,14
Cc1ccc(CNc2ncnc(N)c2[N+](=O)[O-])cc1,-1,-3,8,0,1,-7,3,11,3,13,29
CCCCN1C[C@H](Cc2ccccc2)[C@@H](CC(=O)NC)C1=O,-6,2,-15,-4,11,1,1,5,1,1,8
O=C(Nc1nc(N2C(=O)c3ccccc3C2=O)n(-c2ccccc2)n1)c1ccccc1,2,-36,4,-4,-16,6,-34,-2,-8,-13,-17
CC(C)NS(=O)(=O)c1ccc(OCC(=O)NCc2cccnc2)cc1,1,1,0,-9,-5,-15,11,0,-4,-6,0
Cc1cc(NC(=S)N(Cc2ccc(Br)cc2)Cc2ccc(C(=O)O)cc2)ccc1Cl,8,-11,-5,-1,41,4,-4,17,7,-4,-25
CC(C)=C1C(=O)NN(c2cccc(Cl)c2)C1=O,5,-7,8,-18,0,-1,-16,11,0,-10,13
O=C(CCn1nnc2ccccc21)Nc1nnc(Cc2ccccc2)s1,-13,1,-8,-12,-6,-2,-11,-18,10,-7,-9
Cc1cc(C2C(=O)c3ccccc3C2=O)c(C)c(C)c1C,4,-5,4,1,-3,-14,4,-9,3,-6,-8
CC(C)Sc1nc2ccc(N3C(=O)C4CCCCC4C3=O)cc2s1 (stereo not drawn),-10,-78,-9,2,-25,10,-50,-84,-8,-1,-30
Cc1ccc(NC(=O)CSc2nc(O)cc(=O)n2-c2ccc(C)cc2)cc1,1,-11,0,-1,-10,-6,-2,-21,-6,6,-10
N#Cc1ccc(S(=O)(=O)N2CCCN(c3ccc(C(F)(F)F)cn3)CC2)cc1,5,13,·,3,9,-1,8,-5,4,2,10
CC(=O)Nc1ccc(C(=O)N/N=C/c2ccc(F)cc2)cc1,1,0,2,1,3,1,0,-2,-12,9,-9
CCOc1ccc(S(=O)(=O)N(C)c2ccc(OCC(=O)NCc3ccc(C(=O)OC)cc3)cc2)cc1,-4,-8,-4,6,8,1,6,10,-4,4,9
Cc1ccc(-c2nnn(CC(=O)NCCC3=CCCCC3)n2)cc1,-7,-10,-7,7,0,-13,4,-4,-7,-7,9
COc1ccc(CCNC(=O)c2ccc(Cl)nc2)cc1,-9,14,4,-8,-2,-1,-10,3,2,0,-11
CCOC(=O)c1cc(OC(=O)c2cccs2)n(-c2ccccc2)n1,-3,8,-2,5,-6,-3,19,-7,·,-2,·
CC(C)CC(=O)Nc1cccc(-c2csc(-c3ccccc3)n2)c1,-7,6,-2,·,-4,6,-10,2,1,67*,12
Cc1ccc(S(=O)(=O)Nc2cc(Cl)c(O)cc2C)cc1,-7,0,3,-10,-9,-9,12,-12,22,14,31
CCOc1cc(N2CCOCC2)c(OCC)cc1NC(=O)COc1ncnc2ccc(Br)cc12,-9,-11,-8,8,7,12,5,17,-11,8,-22
Cc1cc(NC(=O)c2cc([N+](=O)[O-])ccc2Cl)no1,5,5,-7,-10,10,-5,-5,26,-13,3,13
N#C/C(=C\c1cccn1S(=O)(=O)c1cccc([N+](=O)[O-])c1)S(=O)(=O)c1ccc(F)cc1,0,-1,·,·,24,-3,-14,-9,-7,·,-15
Cc1nnc(SCC(=O)Nc2ccc3c(c2)OCO3)n(N)c1=O,-7,10,8,2,-35,-5,8,4,8,-5,12
COc1ccccc1CN(C)C[C@H]1OCc2cnnn2CCCC(=O)N([C@@H](C)CO)C[C@@H]1C,4,-7,2,·,1,-10,-6,13,-6,3,-30
COc1ccc2[nH]c(=O)c(CN(Cc3cccs3)C(=S)Nc3cccc(C)c3)cc2c1,-16,10,15,-1,19,27,19,14,-6,24,-30
CCOC(=O)c1cccc(NC(=O)CCc2ccccc2)c1,-1,-10,-3,11,-32,16,-12,3,-18,3,20
CCc1nnc2n1N=C(c1ccc(OC)cc1)CS2,-1,-15,6,-13,-13,13,-9,6,-12,3,-15
COc1ccc(CCn2c(C)cc(C(=O)CN3C(=O)C(=O)N(Cc4ccco4)C3=O)c2C)cc1,0,-20,6,7,-13,-12,-5,-2,25,-5,-8
COCCN(C(=O)c1ccco1)c1nc(-c2ccccc2)cs1,1,-62,0,-4,-4,5,-20,-23,-27,2,-36
CN(c1ccc(OCC(=O)N2CCCC2)cc1)S(=O)(=O)c1ccc(Cl)cc1,-1,5,11,1,-2,-20,7,9,-6,-8,14
Cc1cnc(C)c(Nc2nc(C(N)CCc3ccccc3)cs2)n1 (stereo not drawn),3,-2,·,8,-15,-17,-8,20,1,·,-23
CC(C)Cc1cc(CNC(=O)C2CCC(=O)N(CCc3cccc(F)c3)C2)on1 (stereo not drawn),-4,-9,-3,-4,-4,-10,-38,11,8,-6,17
COc1ccc(OCC(=O)Nc2c(C(=O)N3CCC(N4CCCCC4)CC3)oc3ccccc23)cc1,1,-14,8,-3,-24,18,-1,-15,-3,-20,-4
O=C(C[n+]1cccc(C(=O)Nc2ccccc2)c1)c1ccc([N+](=O)[O-])cc1,-12,-5,5,2,6,-26,-1,2,-7,-3,-33
O=C(CCCn1cnc([N+](=O)[O-])n1)Nc1cccc(O)c1,-21,-9,·,8,-11,4,13,3,9,-1,-5
C=C(C)Cn1c(CCCNC(=O)C(C)(C)C)nc2ccccc21,-7,-1,-18,10,-5,-3,-4,2,17,-14,-6
COc1ccc(CN(C(=O)CSc2nnc(-c3ccccc3C)o2)c2ccc(F)cc2)cc1,-14,8,2,-1,-17,95*,-2,-17,1,-3,4
CC(C)(C)C1(C)OC(=O)C(=Cc2ccc(OCC(=O)Nc3ccccc3)cc2)C(=O)O1 (stereo not drawn),-3,-36,-22,5,-13,2,-38,-11,·,-6,·
Fc1ccc(-c2nc3ccc(Cl)cn3c2Cc2cccc(Cl)c2)cc1,0,-28,·,·,2,-7,-73,-21,-20,·,-35
CCOC(=O)/C(C(N)=NCCO)=C(/O)c1ccccc1,-12,4,5,4,-2,-6,12,1,-13,5,-1
CCN(CC)S(=O)(=O)c1ccc(N2CCOCC2)c(NC(=O)c2cc(=O)[nH]c3ccccc23)c1,-6,-30,-3,6,-2,-1,9,22,8,10,1
CCOC(=O)c1cc(-c2ccccc2)sc1NC(=O)C(C)N1C(=O)c2ccccc2C1=O (stereo not drawn),3,1,1,-5,9,-2,-33,14,5,-5,3
Cc1cc(-n2ccnc2)n2c(nc3ccccc32)c1C#N,-13,-8,2,1,-28,-4,12,14,6,-5,14
CC(C)C[C@@H](CN)NC(=O)c1nc[nH]c1C(=O)N[C@@H](CC(C)C)C(=O)CNC[C@H](C)NC(=O)c1nc[nH]c1C(=O)N[C@@H](CC(=O)O)C(=O)O,-6,9,-3,4,-13,-9,-3,-23,1,-2,2
# The results go on:
SMILES,NOD2 RIPK2 PPI,NCOA1 inh,TLR9-MyD88 inh,Vif imaging,TROY signal inh,C8 TRAIL sens,NR5A2 inv ag,NCOA3 inh,NR2F2 inh,EBV LMP1 NFkB,NCOA2 inhibitor
O=C(CSc1nnc(CNC(=O)c2cccs2)o1)NC1CCCCC1,-5,6,-5,-10,-2,0,-1,-12,2,-1,0
CC(C)CC1NC(=O)N(CC(=O)Nc2cccc(Br)c2)C1=O (stereo not drawn),-11,-23,-7,5,-20,8,16,30,4,-3,14
O=C(CSc1nc(-c2ccc(F)cc2)cs1)N1CCc2ccccc21,-11,-2,4,-2,-5,2,-19,15,·,-4,·
NS(=O)(=O)c1ccc(NC(=O)COC(=O)CSCc2ccc(F)cc2)cc1,-12,-4,-3,6,-2,-3,-7,-22,4,2,-17
COc1cc(Cl)ccc1OCc1cc(C(=O)N2C[C@]3(C)C[C@H]2CC(C)(C)C3)no1,-9,-59,-9,·,-20,1,-52,-92,-28,-15,-31
CCOc1ccc(-n2nnnc2SCC(=O)Nc2cccc(O)c2)cc1,-10,4,-7,-7,15,7,7,12,10,1,-6
COc1ccc(NC(=O)Nc2ccc3c(c2)C(=O)N([C@H](C)CO)C[C@@H](C)[C@@H](CN(C)C(=O)C2CCCCC2)OCCCC[C@H](C)O3)cc1,8,-6,6,·,-6,0,12,-1,3,1,-30
CN(Cc1ccccc1)C(=O)COc1ccc(-c2nnco2)cc1,-7,-3,5,3,-1,-5,-26,11,-1,-19,6
COc1ccc(CNC(=O)Nc2cccc(Cl)c2)cc1,-4,-62,-7,2,-48,-8,-94,-35,·,-14,·

# Bioassay records: PubChem BioAssay, several laboratories
